# EPAC1 ag: agonists of human EPAC1 | EPAC1 agonist qHTS, biochemical assay; response scale: 100% = response to 6.5 mM cAMP | Potency, µM (series often up to 154 µM), without a hit: at the highest dose activation, most hits filed as activators | 360,000 compounds, 0.073% hits; note: potency is the fitted concentration of half-maximal effect; nearly all actives have a fitted effect of over 60% in size
#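 EPAC1 100 nM, Rap1B–BODIPY-GDP 250 nM, unlabeled GDP 50 uM; compound titration; 5 min RT; kinetic read ex480/em540 at 5-min intervals ×30 min; data normalized to 6.5 mM cAMP agonist control.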
# FUS suppressor: suppressors of FUS proteinopathy in yeast. S. cerevisiae FUS-expressing, growth rescue, OD600, 24 h. Potency, µM (doses to about 76.6 µM), for the others: at the highest dose growth rescue (activation), usual class: activators. 390,000 compounds, 0.24% hits. AID 1347120;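 note: potency is the fitted concentration of half-maximal effect; plate controls were DMSO vehicle for no effect and reference control for full effect; nearly all actives have a fitted effect of over 55% in size; some results filed as inactive show a strong effect at the top dose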
#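 Yeast FUS proteinopathy model; galactose-induced FUS (2%), starting OD 0.005. Cpds in dilution series, 24hr, 30C, 99% humidity. Abs 600 nm growth. Pos ctrl CP55940 (top 92uM final); neg ctrl DMSO.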
# PI5P4K alpha inh: PI5P4K alpha (human) kinase inhibition. P48426. PI5P4Kalpha enzyme, ADP-Glo luminescence, 60 min; stronger effect = lower value. max response, %. 330,000 compounds, 1.2% hits. AID 652105; active = max response of -50% or lower; inconclusive = between -30% and -50%; inactive = -30% or higher; note: value at the top dose of about 77 µM; % is set by controls: 0 for no effect and ±100 for the full control effect
#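 Controls without substrate or without enzyme flank wells where PI5P4Kalpha converts substrate using 5 microM ATP (final). Incubation lasts 60 minutes at room temperature; ADP formed is read by ADP-Glo luminescence.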
# EPAC1 antag: antagonists of human EPAC1. O95398. EPAC1 GEF assay, Rap1b-BODIPY-GDP exchange fluorescence. Potency, µM (top dose mostly 115 µM), for inactives: at the top dose activity change, negative = inhibition, actives largely listed as inhibitors. 360,000 compounds, 0.14% hits. AID 720709;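 note: potency is the fitted concentration of half-maximal effect; plate controls were vehicle for no effect and positive control for full effect; nearly all actives have a fitted effect of over 50% in size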
# Abeta rescue: A-beta toxicity reversal in yeast. yeast expressing A-beta42, growth rescue, OD600, 48 h; response scale: 0% DMSO, 100% iron-clioquinol control. Potency, µM (series often up to 46.1 µM), for inactives: top-dose growth rescue, usual class: activators. 410,000 compounds, 0.063% hits; note: potency is the fitted concentration of half-maximal effect; nearly all actives have a fitted effect of over 55% in size
#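 Growth rescue measured by 600 nm absorbance after 48 h yeast culture at 30 C with compound. Values normalized between DMSO and an equimolar ferric chloride plus clioquinol control.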
# PLK1 PBD block: blocks phosphopeptide binding to human PLK1 polo-box domain | 360,000 compounds, 2.8% hits | P53350 | Plk1 PBD binding of FITC phosphopeptide, fluorescence polarization | Potency, µM, for inactives: max response, negative = inhibition, most hits filed as inhibitors; note: potency is the fitted concentration of half-maximal effect; series mostly up to about 57 µM; % is set by controls: 0 for no effect and ±100 for the full control effect; nearly all actives have a fitted effect of over 65% in size
# IL-2 act: activators of IL-2; IL-2 activation reporter assay, cell-based qHTS; stimulated with anti-CD3/CD4/CD28 beads; in transgenic mouse T cells; 360,000 compounds, 0.065% hits; activation, % (series mostly up to about 46 µM); in the data active = activation above about 50%; inconclusive = mostly about 30% to 49%; note: 0% is about no effect
#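 Unstimulated transgenic mouse T cells, 750 per well, received compound and, after 60 minutes, anti-CD3/anti-CD4 bead plus anti-CD28 stimulation. EGFP and DsRed were quantified after 18 hours.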
# WRN helicase inh: inhibitors of human WRN helicase; AID 651768; Q14191; 360,000 compounds, 0.46% hits; WRN helicase unwinding, fluorescent forked duplex, kinetic; Potency, µM (top dose mostly 114 µM), inactives show at the top dose activity change, negative = inhibition, most hits filed as inhibitors; note: potency is the fitted concentration of half-maximal effect; % is set by controls: 0 for no effect and ±100 for the full control effect; nearly all actives have a fitted effect of over 55% in size
#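 Kinetic red-fluorescence monitoring (525/598 nm) tracks WRN helicase activity after 100 nM fluorophore-quencher forked duplex and 2 mM ATP are added to 20 nM enzyme pretreated 15 min at room temperature with compound.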
# * marks the source's active call; other numbers are inactive results; ? = inconclusive; . = not tested or not shown; & = joins results of further samples; [ ] = dose if it differs, or a comment. Unless noted, calls come from the whole dose curve; as a rule, active = well fitted curve in the direction sought with a large enough effect; inconclusive = small, poorly fitted or top-dose-only effect, or another doubt; inactive = no such curve, though single readings can be large; an effect the other way counts as inactive or inconclusive.
SMILES,EPAC1 ag,FUS suppressor,PI5P4K alpha inh,EPAC1 antag,Abeta rescue,PLK1 PBD block,IL-2 act,WRN helicase inh
COc1ccc(Oc2nnc(C)c3ccccc23)cc1,-3%,-5%,0,10%,-18%,-5%,-1.4,3%
Cc1cccc(-n2c(CCN3C(=O)c4ccccc4C3=O)nc3ccccc3c2=O)n1,-2%,2%,5,-5%,17%,-5%,0.0,-17%
C#CC(C)OCC1CNC(=S)O1 (stereo not given),3%,-10%,0,10%,-2%,-5%,-2.5,13%
Cc1ccc(Cc2cnc(NC(=O)c3cccs3)s2)cc1,8%,15%,-2,1%,?,1%,-1.4,-2%
COc1ccc(N2C(=O)CC(SCCc3nc4ccccc4[nH]3)C2=O)cc1 (stereo not given),10%,39%,.,8%,9%,-9%,-4.1,5%
NC(=O)c1cc(Br)cc2c3c([nH]c12)CCCC3,13%,9%,4,-9%,-36%[inhibitor],-5%,1.9,-11%[57.1 µM]
O=c1cc(O)nc(SC23CC4CC(CC(C4)C2)C3)[nH]1,6%,30%,.,10%,4%,-19%,-1.7,-26%
CCOC(=O)C1CCN(C(=O)CCNS(=O)(=O)c2ccc(C)cc2)CC1,-9%,-30%,2,-6%,-28%,1%,0.5,6%
CCc1nc2ccc(C(=O)Nc3cccc(OCC(=O)N(C)C)c3)cn2c1N(CC)CCOC,-7%,6%,-3,11%,-4%,-2%,-1.0,12%[57.1 µM]
CN1C(=O)CCS(=O)(=O)C1c1ccc(Cl)c(Cl)c1 (stereo not given),7%,9%,6,5%,2%,0%,0.3,4%
O=C(CSC1=NS(=O)(=O)c2cc(F)ccc2N1)Nc1ccc(F)cc1,7%,.,-2,-19%,25%,-7%,-0.3,2%
CCOC(=O)C1CCN(C(=O)CNC(=O)c2nn(-c3ccc(OC)c(Cl)c3)c(=O)c3ccccc23)CC1,6%,?,-4,-17%,2%,-2%,-0.6,9%
Cc1nn(Cc2ccccc2)c(Cl)c1/C=C/C(=O)OCC(=O)N1CCCC1=O,3%,-10%,0,0%,0%,0%,2.6,8%
NNC(=O)COc1cccc(Oc2ccccc2)c1,-5%,4%,-6,1%,-12%,-14%,-2.5,-15%
CC1([N+](=O)[O-])COC(C=Cc2ccccc2)OC1 (stereo not given),10%,-15%,-2,-10%,-5%,-12%,0.5,14%
O=C(NCc1nnc(SCc2ccc(F)cc2)n1-c1ccccc1)C12CC3CC(CC(C3)C1)C2,15%,?,-10,-18%,11%,-19%,-2.6,-6%
CCc1ccccc1NC(=O)NNS(=O)(=O)c1cc(C)ccc1C,7%,-8%,8,-21%,-4%,6%,-4.2,-3%
C=CCn1c(=S)[nH]c2sccc2c1=O,10%,-4%,-21,2%,6%,-18%,7.7,-4%
COc1ccc2cc(C(N)=O)c(=Nc3ccc(C)cc3)oc2c1,5%,-20%,8,-12%,-10%,-8%,-2.5,1%
CN(CC(=O)Nc1ccc(F)c(F)c1F)C(=O)CCCc1nc2ccccc2c(=O)[nH]1,8%,-12%,0,-6%,?,-5%,0.2,5%
CC(=O)Nc1ccc(NC(=O)C(C)Sc2nc3ccccc3c(=O)n2CC2CCCO2)cc1 (stereo not given),10%,18%,9,-13%,1%,-13%,-1.5,0%
CC(C)c1ccc(/C=C/C(=O)N2CCc3ccccc3C2)cc1,15%,.,14,8%,-6%,-10%,0.3,8%
O=C(NCc1ccccc1Cl)NCc1ccccc1Cl,15%,-24%,-2,7%,4%,-4%,-0.8,-8%
CC1(C)CC(=O)C2=C(C1)Oc1ncn(CCCn3ccnc3)c(=N)c1C2c1ccccc1 (stereo not given),5%,-5%,.,-2%,4%,-7%,-0.4,-12%
N#Cc1ccc(NC(=O)COC(=O)CSc2nnc(-c3ccc(Cl)cc3)o2)cc1,-5%,8%,1,7%,-2%,-8%,-1.6,7%
CCOC(=O)c1c(N)sc(C(=O)N2CCCC2)c1C,7%,?,-2,-8%,36%,-1%,-0.6,-3%
COc1ccc(C)cc1NC(=O)CN(C)S(=O)(=O)c1ccc2c(c1)c(=O)n(C)c(=O)n2C,-5%,-14%&-11%,-4,-2%,-6%&-7%,-1%,-0.9,8%
CCC(C)N1CC(C(=O)NC2CCCCC2)CC1=O (stereo not given),-3%,-5%,1,0%,-5%,-6%,0.9,3%
c1ccc2c(c1)CSc1sccc1C2=C1CCNCC1,9%,.,-5,-17%,1%,-1%,-4.0,-13%
O=C(c1cccc(Oc2ccccc2)c1)N1CCOCC1,-8%,3%,0,20%,-6%,-1%,0.7,9%
CC(C)Cn1c(SCC(=O)N2CCN(S(=O)(=O)c3ccccc3)CC2)nc2ccccc21,9%,63%,.,-6%,-14%,-10%,-2.8,-24%
COc1ccc(CN2CCC(Oc3ccc(C(=O)N4CCCCC4)cc3)CC2)cc1C,3%,.,-5,0%,3%,-2%,-3.5,-23%
COc1cc(C(=O)O)c2c(c1C)OC(=O)c1c(C)cc(O)c(C=O)c1O2,-3%,-6%,-15,-3%,-5%,-10%,0.3,-19%
Cc1cc(=O)oc2cc(OCCc3ccccc3)ccc12,2%,25%,9,-8%,3%,-3%,0.2,-16%
Cc1nc2cc3sc(C)nc3cc2s1,3%,18%,-1,-9%,6%,2%,-2.0,-1%
COC(=O)c1oc2ccccc2c1N,-1%,5%,3,-15%,-3%,-6%,0.7,0%
CCOC(=O)C(NCc1ccc(F)cc1)(NC(=O)c1ccccc1)C(F)(F)F (stereo not given),-2%,39%,6,-25%,3%,-6%,4.0,-11%
COc1ccccc1N1CCN(C(c2ccccc2)c2nnnn2CCc2ccccc2)CC1 (stereo not given),16%,?,-1,-15%,-12%,-28%,-0.4,-8%
O=C(Nc1cccc(Cl)c1)c1ccc(NC2=NC3CS(=O)(=O)CC3S2)cc1 (stereo not given),5%,10%,-4,0%,6%,-3%,-1.9,3%
CC1=C(C(=O)Nc2cc(-c3cccc(F)c3)[nH]n2)C2(CCCCC2)OC1=O,-7%,20%,3,-6%,?,-14%,0.7,-13%
CC1CCCCC1NC(=O)CCCCCn1c(=S)[nH]c2ccsc2c1=O (stereo not given),9%,-7%,-1,-8%,-15%,0%,0.4,-3%
Cc1ccc(N(C(=O)CNC(=O)c2ccco2)C(C(=O)NC2CCCC2)c2ccncc2)cc1 (stereo not given),-4%,10%,-9,-20%,-7%,-7%,0.8,2%
COc1ccccc1CNC(=O)Cn1nnc(-c2ccncc2)n1,0%,?,-13,6%,5%,3%,0.7,-10%
COC(=O)c1ccc(Cn2c(O)c(N=NC(N)=S)c3ccccc32)o1,-14%,18%,-57*,-12%,-19%,-14%,-0.5,-4%[11.6 µM]
Cc1ccc(C)c(NC(=O)c2cc(-c3cc(C)cc(C)c3O)n[nH]2)c1,19%,5%,5,-17%,-9%,-12%,-0.6,10%

# The last 6 entries of the part before come first, to join the parts:
SMILES,EPAC1 ag,FUS suppressor,PI5P4K alpha inh,EPAC1 antag,Abeta rescue,PLK1 PBD block,IL-2 act,WRN helicase inh
CC1=C(C(=O)Nc2cc(-c3cccc(F)c3)[nH]n2)C2(CCCCC2)OC1=O,-7%,20%,3,-6%,?,-14%,0.7,-13%
CC1CCCCC1NC(=O)CCCCCn1c(=S)[nH]c2ccsc2c1=O (stereo not given),9%,-7%,-1,-8%,-15%,0%,0.4,-3%
Cc1ccc(N(C(=O)CNC(=O)c2ccco2)C(C(=O)NC2CCCC2)c2ccncc2)cc1 (stereo not given),-4%,10%,-9,-20%,-7%,-7%,0.8,2%
COc1ccccc1CNC(=O)Cn1nnc(-c2ccncc2)n1,0%,?,-13,6%,5%,3%,0.7,-10%
COC(=O)c1ccc(Cn2c(O)c(N=NC(N)=S)c3ccccc32)o1,-14%,18%,-57*,-12%,-19%,-14%,-0.5,-4%[11.6 µM]
Cc1ccc(C)c(NC(=O)c2cc(-c3cc(C)cc(C)c3O)n[nH]2)c1,19%,5%,5,-17%,-9%,-12%,-0.6,10%
CCSCc1nnc(SCC(=O)Nc2nccs2)n1CC,6%,11%,-10,0%,3%,-7%,0.6,-2%
CCN1CCN(S(=O)(=O)c2cccc([N+](=O)[O-])c2)CC1,1%,-23%,4,0%,16%,1%,-0.5,5%
CC(C)(C)C(=O)COC(=O)c1ccc2c(c1)C(=O)N(Cc1ccco1)C2=O,-3%,-7%,1,-6%,9%,1%,0.2,2%
Cc1ccc(O)c(-c2cc(C(=O)NCc3ccc4c(c3)OCO4)[nH]n2)c1,-6%,.,6,0%,2%,4%,-1.1,-4%
CCOC(=O)N(C)c1c(CC)nc2c(OCCOc3ccccc3)cccn12,-6%,-10%,0,-7%,4%,-4%,-0.5,-7%[57.1 µM]
O=C(NCS(=O)(=O)c1ccccc1)c1ccccc1,7%,8%,21,-3%,?,-16%,0.4,-4%
Oc1ccc(CN2CCc3ccccc3C2)c2cccnc12,1%,25%,.,7%,-11%,-10%,-3.4,-4%
CCN1C(=O)c2ccc(C(=O)Nc3c(C)cc(C)cc3C)cc2C1=O,-4%,-16%,-3,8%,4%,-5%,-3.4,11%
Nc1c(-c2ccc(C(F)(F)F)cc2)nc2ncccn12,0%,-7%,1,-6%,-23%,6%,1.0,-8%
COc1ccc(S(=O)(=O)Nc2ccc3c(c2)C(=O)N([C@H](C)CO)C[C@H](C)[C@@H](CN(C)C(=O)Nc2ccccc2)O3)cc1,-2%,26%,-3,4%,-2%,-3%,-0.3,-4%
Cc1c(NC(=O)C(C)Sc2nccn2C)c(=O)n(-c2ccccc2)n1C (stereo not given),-6%,-12%,-5,5%,-45%[inhibitor],2%,0.0,5%
COc1ccc(C(N)c2nccc3cc(OC)c(OC)cc23)cc1OC (stereo not given),-4%,25%,6,-15%,-20%,2%,-0.5,12%
O=C(CSc1nc2nccnc2c(=O)n1Cc1cccs1)Nc1ccccc1F,-2%,12%,0,8%,11%,0%,-4.6,6%
CCc1nccn1Cc1cc(C=O)ccc1OC,-2%,-8%,-3,-6%,-6%,-1%,1.5,0%
Cc1cc(C(=O)N/N=C/c2cccnc2)n[nH]1,-11%,3%,0,0%,-1%,4%,-3.0,14%
COc1ccc(N(CC(=O)NCCC(C)C)C(=O)c2snc(C(=O)NC3CCCCC3)c2N)c(OC)c1,-11%,34%,2,-2%,14%,3%,-0.7,-12%
Cc1ccc(NCC(=O)N/N=C\c2ccc[nH]2)cc1,3%,6%,0,-1%,12%,1%,-0.3,4%
CCNC(=O)C1CCCN(C(=O)c2cccc(Cl)c2)CC1 (stereo not given),7%,-20%,-2,11%,-9%,6%,-0.1,8%
